Screening data as filed in PubChem.
TSG101-PTAP inh: qHTS Assay for Iinhibitors of HIV-1 Budding by Blocking the Interaction of PTAP/TSG101 | 340,000 tested, under 10 active | Potency, µM (top dose mostly 115 µM), without a hit: at the top dose activity change, negative = inhibition, hits mostly inhibitors | Fluorescence polarization, FITC-PTAP peptide / Tsg101 binding | Tumor susceptibility gene 101 protein (Homo sapiens), Q99816 | AID 493005, 2010; active = well fitted inhibition curve with a large enough effect in the main read-out, with a control signal flat, not every such curve was filed as active; inconclusive = small, poorly fitted or top-dose-only effect, or effect the other way, or a change in a side signal; inactive = no such curve, though single readings can be large or run the other way; also: potency is read from the fitted curve at half-maximal effect; % of control where 0% means no effect
Target sequence (Q99816 whole entry, looked up): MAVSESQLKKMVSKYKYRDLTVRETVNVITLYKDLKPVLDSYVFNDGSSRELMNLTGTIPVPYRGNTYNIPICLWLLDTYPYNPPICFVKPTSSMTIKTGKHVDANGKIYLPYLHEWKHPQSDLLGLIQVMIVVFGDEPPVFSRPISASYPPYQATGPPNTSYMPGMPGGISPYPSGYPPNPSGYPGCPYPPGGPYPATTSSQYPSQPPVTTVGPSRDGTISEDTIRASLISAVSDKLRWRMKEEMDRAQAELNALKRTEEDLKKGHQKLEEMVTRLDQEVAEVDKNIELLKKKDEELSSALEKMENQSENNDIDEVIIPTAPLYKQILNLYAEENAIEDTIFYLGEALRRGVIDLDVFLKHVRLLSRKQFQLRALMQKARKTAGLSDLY
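Steps: Tsg101 binding domain dispensed (10 uM final), compounds pinned in DMSO, FITC-labeled PTAP-motif peptide added (50 nM final); after 20 min binding at room temperature, polarization measured.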
CXXC DNA block: qHTS Fluorescence Polarization Assay for Inhibitors of MLL CXXC domain - DNA interaction; Histone-lysine N-methyltransferase 2A (Homo sapiens), Q03164; MLL-CXXC / FITC-HOXA9 DNA fluorescence polarization; Potency, µM (titrated, usually from 115 µM), for inactives: top-dose activity change, negative = inhibition, actives largely listed as inhibitors; 290,000 compounds, 0.037% hits; active = well fitted inhibition curve with a large enough effect in the polarisation, with a control signal flat, not every such curve was filed as active; inconclusive = small, poorly fitted or top-dose-only effect, or effect the other way, or a change in a side signal; inactive = no such curve, though single readings can be large or run the other way; the % refers to the polarisation; also: potency is read from the fitted curve at half-maximal effect
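Steps: dispense CXXC domain solution (7 uM) → pin compounds or unlabeled HOX-A9 DNA control → 5 min ambient → add FLSN-HOX-A9 solution (50 nM) → spin → 30 min ambient → fluorescence polarization. Tris pH 7.5/NaCl/DTT/BSA buffer.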
Integrin act MD: qHTS for Activators of Integrin-Mediated Alleviation for Muscular Dystrophy | alpha7betagal myoblasts, beta-gal FDG fluorescence, 48 h | 350,000 compounds, 0.064% hits | Potency, µM (top dose mostly 38.3 µM), inactives show at the top dose activation, actives largely listed as activators;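 also: potency is read from the fitted curve at half-maximal effect; 100% = response of the positive control SU9516; nearly all actives have a fitted effect of over 60% in size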
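Alpha7betagal+/- myoblasts (passage 13) were plated 16-24 hr, then exposed to compounds (1:260 dilution of DMSO stock) for 48 hours at 37C. After MPER lysis, β-galactosidase reporter activity was read as FDG fluorescence (ex 480/em 540) after 30 minutes.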
BRCA1 expr up: qHTS Assay to Identify Small Molecule Activators of BRCA1 Expression; MCF7-BRCA1-FFLuc reporter, luminescence, 48 h; response scale: scaled: vehicle 0%, 10 µM genistein 100%; Potency, µM (top dose mostly 46.1 µM), for inactives: top-dose activation, hits mostly activators; 380,000 compounds, 1.1% hits; also: potency is read from the fitted curve at half-maximal effect; nearly all actives have a fitted effect of over 80% in size; some results filed as inactive show a strong effect at the top dose
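MCF7 cells carrying a BRCA1-firefly luciferase reporter (2000 cells/well, phenol-red free MEM) were attached for 2 h at 37 °C, then given compounds for 48 h. Luminescence was read 15 min after luciferase reagent; activity normalized to genistein (10 microM) and DMSO.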
p53 reactivation: qHTS assay for re-activators of p53 using a Luc reporter; H1299 p53-A138V BP100-luciferase reporter, luminescence, 24 h; Potency, µM (doses to about 92.2 µM), inactives show at the highest dose activity change, positive = activation, hits mostly activators; 320,000 compounds, 0.063% hits; AID 504706, 2011; also: potency is read from the fitted curve at half-maximal effect; % of control where 0% means no effect; nearly all actives have a fitted effect of over 45% in size
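p53-null H1299 cells stably carrying temperature-sensitive p53-A138V and a BP100-luciferase reporter were pinned with compounds (4-point, 1:5 series) and held 24 hrs at 37 deg C. Luminescence was read 10 min after detection reagent.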
B2AR arrestin: qHTS assay of beta-arrestin-biased ligands of beta2-adrenergic receptor; beta-arrestin recruitment to beta2AR, cell-based reporter; Potency, µM (series often up to 46.1 µM), inactives show at the highest dose activation, actives largely listed as activators; Beta-2 adrenergic receptor (Homo sapiens), P07550; 330,000 compounds, 0.02% hits;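 also: potency is read from the fitted curve at half-maximal effect; 0% = DMSO controls and full agonism = EC100 isoproterenol or metaproterenol; nearly all actives have a fitted effect of over 65% in size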
Target sequence (P07550 whole entry, looked up): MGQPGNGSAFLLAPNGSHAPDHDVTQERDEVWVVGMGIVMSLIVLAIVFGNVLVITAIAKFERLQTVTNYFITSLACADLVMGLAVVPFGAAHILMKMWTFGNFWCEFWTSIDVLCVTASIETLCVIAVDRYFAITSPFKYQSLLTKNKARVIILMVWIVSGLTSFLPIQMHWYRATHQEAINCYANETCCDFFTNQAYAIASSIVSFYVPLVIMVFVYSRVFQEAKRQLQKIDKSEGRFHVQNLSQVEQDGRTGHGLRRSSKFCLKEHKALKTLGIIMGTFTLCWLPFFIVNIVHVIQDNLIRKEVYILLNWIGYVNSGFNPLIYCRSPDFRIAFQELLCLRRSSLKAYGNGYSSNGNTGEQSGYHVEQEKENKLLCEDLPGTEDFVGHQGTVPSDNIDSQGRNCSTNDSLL
ELG1 repair inh: qHTS screen for small molecules that inhibit ELG1-dependent DNA repair in human embryonic kidney (HEK293T) cells expressing luciferase-tagged ELG1 | HEK293T ELG1-luciferase reporter, luminescence, 16 h; DNA damage induced by 5-fluorouridine | Potency, µM (titrated, usually from 46.1 µM), for the others: top-dose activity change, negative = inhibition, hits mostly inhibitors | 330,000 compounds, 2.3% hits; also: potency is read from the fitted curve at half-maximal effect; % is scaled to controls: 0 for no effect and ±100 for the full control effect; nearly all actives have a fitted effect of over 55% in size
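In this reporter screen, reduction of luminescence relative to DMSO vehicle indicated activity. Compounds and 5-fluorouridine were added together to 2,000 cells per well, incubated for 16 hr at 37 °C, then developed with ONE-Glo.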
AT treatment: qHTS Assay for Identifying a Potential Treatment of Ataxia-Telangiectasia | […] A-T fibroblasts, KAP-1 phosphorylation AlphaLISA; neocarzinostatin DNA damage 30 min before lysis | Potency, µM (series often up to 57.5 µM), for the others: at the highest dose activation, actives largely listed as activators | 320,000 compounds, 0.19% hits | AID 485349, 2010; also: potency is read from the fitted curve at half-maximal effect; % of control where 0% means no effect; nearly all actives have a fitted effect of over 45% in size
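ATM-like activity read as KAP-1 phosphorylation via AlphaLISA donor/acceptor antibody pairs after lysis and 6 hr at 25C. Cells were ATM-null patient fibroblasts ([…], hTERT), dosed 60 min, then exposed to the DSB inducer NCS for 30 min.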
TCR act: Activators of T cell receptors: qHTS campaign | primary human leukocytes, anti-CD3, IL-2 HTRF, 48 h | Potency, µM (series often up to 9.22 µM), for inactives: at the top dose activation of IL-2 secretion, hits mostly activators | 330,000 tested, under 10 active; also: % of control where 0% means no effect
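Human primary leukocytes + a-CD3 beads + cpd, 48 hr; IL-2 in supernatant by HTRF (ex 320nm / em 665nm). No co-stimulatory signal supplied.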
TRPV1 ag: HTS Assay for Compounds that Act as Agonists of the Vanilloid Receptor 1 | Transient receptor potential cation channel subfamily V member 1 (Homo sapiens), Q8NER1 | TRPV1-expressing cells, Fluo-8 calcium influx, agonist mode | activation, % at 8.33 µM | 320,000 compounds, 0.19% hits | AID 540275, 2011; in the data active = activation above about 80%; inconclusive = between about 30% and that limit; also: 0% is about no effect
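Fluo-8 calcium influx in TRPV1-expressing cells, kinetic read (ex 480/em 520 nm). Compound added and read 3 min for agonist activity, followed by capsaicin at EC20 final and 2 min further read for enhancement.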
* = called active by the depositor; ? = inconclusive; / = no result given; [ ] = another dose, or the depositor's remark. Unless noted, calls follow the shape of the dose curve; as a rule, active = well fitted curve in the direction sought with a large enough effect; inconclusive = small, poorly fitted or top-dose-only effect, or another doubt; inactive = no such curve, though single readings can be large; an effect the other way counts as inactive or inconclusive.

SMILES	TSG101-PTAP inh	CXXC DNA block	Integrin act MD	BRCA1 expr up	p53 reactivation	B2AR arrestin	ELG1 repair inh	AT treatment	TCR act	TRPV1 ag
Cc1ccc(OCCC(=O)Nc2ccc(F)c(F)c2)cc1	1%	14%	5%	-18%	6%	-0.4%	1%	6%	-2%[46.1 µM]	?
CCOC(=O)Cc1cnc(NC(=O)NC(C(=O)OCC)(c2ccccc2)C(F)(F)F)s1 (configuration not stated)	-7%	0%	1%	1%	-6%	-0.3%	1%	1%	-1%	2
O=C(CCC(=O)c1ccc(F)cc1)NCc1ccccc1C(F)(F)F	-2%	7%	-7%	31%	-6%	-0.1%	10%	-4%	2%	-1
N#CCCN(C(=O)COC(=O)c1cc(=O)c2ccccc2o1)c1ccccc1	-2%	/	3%	6%	-5%	-1.1%	16%	5%	6%	1
Clc1ccccc1OCc1nc(-c2ccccn2)no1	1%	6%	-11%	?	?	0.0%	?	2%	0%	2
C[C@H](CO)N1C[C@H](C)[C@@H](CN(C)C)Oc2c(NC(=O)c3ccncc3)cccc2C1=O	0%	/	2%	-7%	-5%	-0.1%	?	7%	-9%	/
COc1cccc(-c2nc(-c3ccncc3)no2)c1	-4%	9%	11%	?	?	-1.1%	?	-4%	5%	2
CC1CCC(NC(=O)Cn2c(=O)[nH]c3ccsc3c2=O)CC1 (configuration not stated)	-13%	-4%	3%	78%	?	-0.3%	?	4%	-15%	0
Cc1ccc(C)c(N2CCN(C(=O)CCc3nc(-c4cccc(F)c4)no3)CC2)c1	-4%	/	5%	10%	-1%	-0.3%	8%	23%	2%[46.1 µM]	/
CN(C)/C=C1\C(=O)N(c2ccc(F)cc2F)C(c2cccnc2)S1(=O)=O (configuration not stated)	-1%	-11%	4%	10%	0%	-0.6%	4%	-2%	0%	2
O=C(CN(C(=O)CNS(=O)(=O)c1ccc(F)cc1)c1ccc(F)cc1)NCc1ccco1	-2%	-16%	-45%	9%	-1%	-0.3%	8%	20%	0%	1
COC(=O)c1nn(-c2ccccc2)c(=O)cc1Oc1ccc(Cl)cc1	-2%	?	1%	8%	-3%	0.4%	5%	-1%	2%	11
CCOC(=O)N1CCN(S(=O)(=O)N2CCCC(C(=O)NCCc3ccc(Cl)cc3)C2)CC1 (configuration not stated)	-3%	9%	?	0%	-6%	0.4%	-23%	1%	-2%	6
O=C(Nc1cccc(N=Cc2cc(Cl)cc(Br)c2O)c1)c1ccco1	-4%	4%	0%	-53%	?	-0.2%	3%	-3%	10%[46.1 µM]	3
O=C(COc1cccc2cccnc12)N/N=C/c1cccn1-c1ccc(F)cc1	0%	2%	?	-34%	-3%	0.3%	?	2%	4%	1
O=C(NCC(=O)N1CCCCCCC1)c1ccccc1Cl	-2%	/	38%	72%	28%	-0.2%	?	7%	-1%	5
CCC1C(=O)N(c2nc(C)cc(C)n2)N=C1C (configuration not stated)	-4%	-16%	-5%	1%	-2%	-0.5%	3%	/	/	1
CCOC(=O)c1cc(C)sc1NC(=S)Nc1ccccc1	-6%	7%	18%	0%	3%	0.0%	4%	-4%	3%	2
NNC(=S)NCCc1ccccc1	-1%	8%	14%	29%	-3%	0.8%	14%	-4%	-2%	8
CCn1cc(S(=O)(=O)Nc2cc(C)ccc2F)cn1	0%	6%	?	-15%	-5%	-0.5%	-5%	3%	4%	-6
COCCn1c(C)cc(C(=O)CSc2nc3ccccc3c(=O)[nH]2)c1C	2%	14%	3%	-14%	/	-0.1%	?	-13%	0%	-2
CCN(CC)CCN1C(=O)C2C(C(=O)Nc3cccc(C)c3)C3C=CC2(O3)C1C(=O)NC1CCCC(C)C1C (configuration not stated)	-3%	-2%	-36%[inhibitor]	-22%	-6%	0.0%	0%	-5%	-3%	0
O=C(Nc1ccccc1O)c1ccc(Cl)cc1	-3%	-8%	0%	-55%	?	-1.2%	?	10%	0%	-4
O=c1c2sccc2nc(SCc2cc(=O)n3ccccc3n2)n1Cc1ccccn1	/	1%	/	/	0%	0.0%	?	6%	/	-2
CCC(=O)N(Cc1cc2cc(OC)ccc2[nH]c1=O)c1ccc(C)cc1	-4%	-15%	-2%	-9%	/	0.3%	-20%	9%	0%	0
CCC(=O)O/N=C(\N)c1ccc(Oc2cc(C)c(Cl)c(C)c2)c([N+](=O)[O-])c1	2%	-5%	26%	-21%	-2%	0.0%	-27%	5%	2%	3
COc1ccc(-n2c(=O)c3ccccc3n(CC(=O)Nc3cccc(OC)c3)c2=O)cc1	-3%	3%	-24%	17%	4%	-0.3%	1%	-4%	-5%	-1
O=C(O)CC/C(=N\NC(=O)c1ccccc1Br)c1ccccc1	-6%	2%	14%	1%	26%	-0.1%	-2%	?	-1%[46.1 µM]	7
Cc1sc2ncn(CC(=O)Nc3cccc(S(N)(=O)=O)c3)c(=O)c2c1-c1ccccc1	-1%	12%	12%	-12%	-3%	-0.3%	-4%	5%	0%	1
CC(=O)N(Cc1cc2cc(C)c(C)cc2n2nnnc12)CC1COCCO1 (configuration not stated)	-7%	19%	-9%	2%	1%	-0.1%	-5%	-2%	-4%	-3
CCc1ccc(N2Cc3ccccc3C2)cc1	-3%	23%	?	106%	?	0.3%	?	9%	-3%	24
C=CCOC(=O)C1=C[C@@H](c2coc3ccccc3c2=O)[C@H](CCCO)[C@@H](OCC)O1	3%	-12%	10%	-13%	4%	-0.5%	?	1%	5%	2
Cc1cc(C)c(C(N)=O)c(Nc2ccc(F)cc2)n1	-1%	-11%	38%	-25%	/	-0.3%	2%	-1%	-5%	4
CC(C)N1CC(O)=C(c2ccccc2)C1=N	0%	-5%	4%	29%	-19%	0.3%	12%	1%	10%	-3
Cc1ccc(S(=O)(=O)C2(C(=O)NC3CCCCC3C)CC2)cc1 (configuration not stated)	-2%	-1%	5%	-3%	-1%	0.3%	10%	2%	-8%	7
CC1CCN(C2=NC(=O)/C(=C/c3cn(-c4ccccc4)nc3-c3cccc(S(=O)(=O)N(C)C)c3)S2)CC1	1%	1%	10%	-11%	-24%	-0.3%	5.2µM*	2%	-8%	14
COc1cccc(-c2noc(CCC(=O)N3CCN(c4cc(C)ccc4C)CC3)n2)c1	6%	/	-6%	1%	20%	-0.4%	?	4%	2%[46.1 µM]	/
O=C(O)CCNc1nc(C(F)(F)F)nc2ccccc12	-2%	31%[activator]	18%	-13%	7%	-0.2%	4%	3%	7%	2
COc1ccc(-n2nnnc2SCC(=O)NCc2cccs2)cc1	-3%	-1%	?	-2%	-6%	0.2%	-5%	2%	-4%	5
O=C(CN1C(=O)c2ccccc2S1(=O)=O)NCc1c(F)cccc1F	-5%	/	23%	13%	-3%	-2.2%	18%	6%	3%	4
COc1ccc(C(=O)N(C)Cc2ccc(OC)c(OC)c2OC)cc1S(=O)(=O)N1CCOCC1	-1%	/	-32%	0%	/	/	/	/	-3%	/
Cc1c(Cl)c([N+](=O)[O-])nn1CCCC(=O)Nc1c(C)n(C)n(-c2ccccc2)c1=O	0%	6%	42%	21%	-3%	0.0%	-4%	3%	-2%	-1
O=C(CCS(=O)(=O)c1ccccc1)Nc1nc2cc3c(cc2s1)OCCO3	-6%	4%	-38%	60%	-2%	0.1%	?	?	0%	9
Cc1ccc(S(=O)(=O)NCCC(=O)N2CCN(S(=O)(=O)c3cccc(F)c3)CC2)cc1C	-3%	/	5%	-26%	-7%	0.7%	-4%	0%	-7%	-1
CC(=O)Nc1sc2c(c1-c1nc3ccccc3s1)CCN(C(C)C)C2	-7%	138%[activator]	-70%[inhibitor]	-78%	1%	-1.0%	?	23%	1%	?
CCN(c1ccccc1)S(=O)(=O)c1cc(NC(=O)C2CC2)ccc1Cl	-3%	/	2%	-11%	4%	-0.5%	-7%	18%	0%	/
COCCn1c(SCC(=O)Nc2cc(C(C)(C)C)nn2-c2ccccc2)nc2ccccc2c1=O	-2%	-2%	2%	-12%	5%	0.1%	8%	-2%	2%[46.1 µM]	-3
